HTR2A ag: mouse HTR2A agonism via beta-arrestin recruitment; CHO-K1 mHTR2A beta-arrestin complementation, luminescence; percent of 30 µM serotonin response; activation, % at 7.6 µM; actives 0.66% (n = 360,000); AID 624169;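 active means activation above a run cutoff, the mean activation of all tested compounds plus 3 SD, cut at about 14% in these data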;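 further: 0% = plate median of compound wells and 100% = 30 µM serotonin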
Cardio protect: protects H9c2 cardiomyocytes from peroxide injury; AID 588492; H2O2 injury protection, ATPLite, 2 h; actives 0.63% (n = 360,000); protection from H2O2 cell death, % at 20 µM;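 active means compounds giving at least 50% protection of heart cells from peroxide-induced death in the single-dose screen, raw or plate-pattern-corrected value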;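 further: 0% = DMSO wells with peroxide and 100% = DMSO wells without peroxide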
Glyco luc inh: blocks N-linked glycosylation in D54 reporter cells. D54 ERlucT glycosylation luciferase reporter, 24 h; percent of 100 nM tunicamycin response. reporter increase, % at 12.5 µM. actives 0.23% (n = 360,000). AID 588692;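 active means mean luciferase reporter signal, scaled so untreated is 0 and the glycosylation-blocking control 100, at or above a set limit in every replicate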;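 further: luciferase carries N-glycosylation sites so blocking glycosylation raises the light; 0% = median of neutral control wells and 100% = median of 100 nM tunicamycin wells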
CaV13 FRET inh: Primary screen for inhibitors of IQ motif and Ca2+-dependent inactivation inhibitor domain binding in CACNA1D, Förster resonance energy transfer in living cells, …. actives 0.098% (n = 340,000). inhibition, % at 12.3 µM. AID 743397. HEK cells, CFP/YFP FRET ICDI-IQ, plate reader, 10 min; percent FRET-ratio fall versus neutral wells;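 active means mean replicate inhibition of at least 30% and at least 1% of replicates passing that level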;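 further: 0% = median of the neutral control wells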
Vif imaging: inhibitors of HIV Vif; HEK293T cells, Vif self-association by quenched fluorescence, imaging, 24 h; inhibition, % at 7.49 µM; actives 0.35% (n = 340,000); in the data active means inhibition above about 50%, passing the limit was not always enough; further: some results filed as inactive read as strong as hits
ABCB6 inh MLPCN: blocks the human ABCB6 transporter. K562-ABCB6 porphyrin accumulation, flow cytometry, 1 h; stronger effect = lower value. fluorescence ratio to DMSO, % at 10 µM. AID 602162. Q9NP58. actives 0.19% (n = 360,000);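 active means fluorescence ratio to DMSO below 75%, the collection mean minus 3 SD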;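 further: signal is porphyrin accumulated inside mitochondria; 100% equals median channel fluorescence of DMSO control wells; lower ratio means ABCB6 inhibition with less porphyrin fluorescence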
aDG glyco up: increases alpha dystroglycan glycosylation. Pro5-aDG cells, alpha-DG glycosylation AlphaScreen (IIH6); 0% Pro5, 100% B10-LARGE cell signal. activation, % at 10 µM. actives 0.22% (n = 360,000);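 active means activation of at least 8% versus controls, or a plate z-score of at least 8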;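 further: Pro5 are CHO cells carrying HIG-tagged alpha-DG that lacks glycosylation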
MC4R barr agon: agonists of human melanocortin 4 receptor (MC4R) beta-arrestin | P32245 | U2OS MC4R beta-arrestin complementation, luminescence; percent of melanotan II response, DMSO zero | activation, % at 8.9 µM | actives 0.98% (n = 360,000);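 active means activation above a per-plate cutoff, the mean activation of sample wells on that plate plus 3 SD, cut at about 8% in these data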
Target sequence (P32245 whole entry, looked up): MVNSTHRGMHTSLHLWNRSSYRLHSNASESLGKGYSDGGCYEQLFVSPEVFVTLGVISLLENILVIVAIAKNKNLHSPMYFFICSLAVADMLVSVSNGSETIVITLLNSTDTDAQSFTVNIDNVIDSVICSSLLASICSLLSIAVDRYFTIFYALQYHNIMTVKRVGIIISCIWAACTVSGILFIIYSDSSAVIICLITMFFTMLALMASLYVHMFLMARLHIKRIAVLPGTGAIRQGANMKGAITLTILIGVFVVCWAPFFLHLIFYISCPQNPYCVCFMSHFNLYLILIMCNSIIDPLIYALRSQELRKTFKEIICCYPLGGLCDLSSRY
PDI inh: PDI (human) enzyme inhibition. PDI insulin aggregation turbidity, A650, 90 min. AID 588391. P07237. inhibition, % at 10 µM. actives 0.052% (n = 350,000);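 active means mean inhibition across replicates of 30% or more, whatever share of single replicates reach that level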;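 further: absorbance from insulin aggregation driven by PDI reduction with DTT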
Target sequence (P07237 whole entry, looked up): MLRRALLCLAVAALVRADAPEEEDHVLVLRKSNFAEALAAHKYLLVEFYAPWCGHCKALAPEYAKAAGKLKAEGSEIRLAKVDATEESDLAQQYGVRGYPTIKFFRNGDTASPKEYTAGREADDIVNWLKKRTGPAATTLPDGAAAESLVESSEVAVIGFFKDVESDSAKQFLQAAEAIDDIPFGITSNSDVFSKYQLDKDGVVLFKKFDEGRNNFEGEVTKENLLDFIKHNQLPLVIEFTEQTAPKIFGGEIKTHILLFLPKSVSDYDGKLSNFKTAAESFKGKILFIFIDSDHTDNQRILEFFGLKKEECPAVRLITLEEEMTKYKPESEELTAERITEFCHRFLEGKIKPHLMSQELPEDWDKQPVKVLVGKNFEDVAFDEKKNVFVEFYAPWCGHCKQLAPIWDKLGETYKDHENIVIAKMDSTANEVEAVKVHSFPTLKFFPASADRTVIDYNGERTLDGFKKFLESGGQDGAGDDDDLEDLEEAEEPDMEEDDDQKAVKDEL
MC4R antagonist: antagonists of human melanocortin 4 receptor (MC4R); actives 0.48% (n = 360,000); AID 540295; inhibition, % at 6.5 µM; P32245; MC4R-expressing cells, MTII-stimulated cAMP, LANCE TR-FRET;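 active means inhibition above its plate's cutoff, the mean of tested wells on that plate plus 3 SD, cut at about 29% in these data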;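 further: 0% = Melanotan II alone and 100% = Melanotan II plus saturating MCL0020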
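Assay system: human MC4R-expressing U2OS cells; reagent: Melanotan II stimulation of cells; dosing: 6.5 µM single dose; timing: compound 30 min, challenge 1 h, detection 1 h; signal: TR-FRET cAMP assay; replicates: one well per compound, no replicates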
* hit, by the source's call; nt = no result given.

Every second line gives: HTR2A ag	Cardio protect	Glyco luc inh	CaV13 FRET inh	Vif imaging	ABCB6 inh MLPCN	aDG glyco up	MC4R barr agon	PDI inh	MC4R antagonist
O=C(/C=C/c1ccccc1)NC(=S)Nc1ncccn1
  1	-8	-5	-18	0	97	0.2	-0.7	7	3
COc1ccc(Cl)cc1NC(=O)c1cc(-c2cc(C)ccc2O)n[nH]1
  3	5	6	-3	24	96	0.0	-0.2	7	-2
Cc1[nH]c2ccccc2c1C(=O)CN1CCC2(CC1)OCCO2
  2	8	-3	nt	11	95	-0.1	-2.5	5	-1
O=C1c2ccccc2C(Nc2ccc(F)c(Cl)c2)N1Cc1ccco1 (configuration not stated)
  -4	-2	-3	-5	2	88	0.1	3.9	nt	7
O=C(COc1ccccc1[N+](=O)[O-])N1CCN(S(=O)(=O)c2ccccc2)CC1
  -2	8	1	-4	0	99	-0.2	0.0	-1	0
CCOc1ccccc1N1CCN(C(=O)c2c(CC)noc2C)CC1
  -6	5	0	-6	-9	104	0.1	-1.7	1	10
COCCn1nnnc1C(c1ccccc1)N1CCN(c2ccccc2)CC1 (configuration not stated)
  -3	-2	nt	-7	nt	96	0.5	-0.9	6	2
O=C(c1ccccc1)N1CCN(C(=S)NCc2ccco2)CC1
  0	0	0	-5	3	103	0.0	-1.3	1	18
O=C(NCc1ccc(OC(F)(F)F)cc1)C1CC(c2ccccc2[N+](=O)[O-])=NO1 (configuration not stated)
  2	-2	-1	-7	-1	94	0.1	-0.1	-5	0
Fc1cccc(Cl)c1CSc1nnnn1-c1ccc2c(c1)OCO2
  -1	-6	2	-6	-5	92	-0.1	-0.9	0	-3
CCOc1ccc(/C=C/c2nc(C#N)c(NCCCN(C)C)o2)cc1
  -2	0	3	0	-3	99	0.9	1.2	-4	-11
O=C1CC(=O)Nc2cc(S(=O)(=O)N3CCN(c4cccc(C(F)(F)F)c4)CC3)ccc2N1
  3	-1	1	-6	-5	95	0.1	-2.3	0	-4
CCOc1ccc(N(CC(=O)OC)S(=O)(=O)c2ccc3c(c2)n(C)c(=O)c(=O)n3C)cc1
  -5	23	2	-5	15	101	0.0	-0.6	17	4
C[C@H](CO)N1C[C@H](C)[C@@H](CN(C)S(=O)(=O)c2ccc(F)cc2)Oc2ccc(NS(=O)(=O)c3cccs3)cc2C1=O
  2	-3	4	-4	-6	97	-0.2	0.4	-1	1
O=C(COC(=O)CCc1nc2ccccc2c(=O)[nH]1)Nc1ccccc1Cl
  2	49	2	-15	-2	99	-0.2	-1.5	4	11

Whole records as entered above.
`COc1ccc(Cl)cc1NC(=O)c1cc(-c2cc(C)ccc2O)n[nH]1` in the list: HTR2A ag: 3; Cardio protect: 5; Glyco luc inh: 6; CaV13 FRET inh: -3; Vif imaging: 24; ABCB6 inh MLPCN: 96; aDG glyco up: 0.0; MC4R barr agon: -0.2; PDI inh: 7; MC4R antagonist: -2
`Fc1cccc(Cl)c1CSc1nnnn1-c1ccc2c(c1)OCO2` in the list: HTR2A ag: -1; Cardio protect: -6; Glyco luc inh: 2; CaV13 FRET inh: -6; Vif imaging: -5; ABCB6 inh MLPCN: 92; aDG glyco up: -0.1; MC4R barr agon: -0.9; PDI inh: 0; MC4R antagonist: -3

(listing goes on)
Every second line gives: HTR2A ag	Cardio protect	Glyco luc inh	CaV13 FRET inh	Vif imaging	ABCB6 inh MLPCN	aDG glyco up	MC4R barr agon	PDI inh	MC4R antagonist
CC(C)(C)n1nnnc1C(c1ccc(C#N)cc1)N1CCCC2(CCCCC2)C1 (configuration not stated)
  -4	-2	-13	nt	-1	92	1.0	1.6	-1	6
C(=C\c1ccccn1)/c1ccncc1
  0	9	1	-5	7	96	0.0	-0.6	0	-5
CC(C)[C@H](NS(=O)(=O)c1ccccc1)C(=O)OCC(=O)Nc1ccccc1Sc1ccccc1
  -7	-5	-5	-4	-6	94	0.3	2.0	2	10
O=C(CC1NCCNC1=O)Nc1ccc2c(c1)OCO2 (configuration not stated)
  -1	1	-2	-2	2	95	-0.2	2.0	-11	15
CCC1Oc2ccc(C)cc2N(CC(=O)NCCN2CCOCC2)C1=O (configuration not stated)
  12	1	2	-2	-3	170	0.0	-1.3	-1	7
O=C(NC1CC1)c1ccc(F)cc1Cl
  1	6	0	-4	nt	86	-0.2	0.6	15	16
CCCN(CC(=O)Nc1ccccc1C)C(=O)C1CCN(c2ncnc3sc(C)c(C)c23)CC1
  2	36	-3	-14	nt	91	-0.2	1.0	0	11
CC(C)(C)OC(=O)NCC(=O)NCC(=O)OCc1ccccc1
  -2	19	0	nt	4	98	-0.3	-1.9	3	-1
O=c1cc(-c2ccc(O)cc2)oc2ccc(O)cc12
  3	-7	5	-17	-4	99	-0.2	-5.0	-3	-5
COc1ccc(C(=O)NCc2ccccc2)cc1Br
  0	0	-1	-4	0	100	0.0	-0.7	11	2
CC(=O)Nc1ccc(S(=O)(=O)Nc2cccc(C(=O)Nc3ccccc3C(=O)O)c2)cc1
  8	2	-4	-20	-4	107	0.4	1.4	1	-4
CCn1nc(C(=O)OCC(=O)c2ccc(F)cc2)c2ccccc2c1=O
  2	6	0	-7	-4	104	0.3	5.4	-3	-2
COc1cc(NC(=O)CSc2nnnn2Cc2ccccc2)cc(OC)c1
  2	3	0	-7	-6	95	-0.3	-0.1	4	2
O=C(O)[C@H]1CCCC[C@H]1C(=O)Nc1ccc(S(=O)(=O)N2CCCCC2)cc1
  1	1	2	-3	-5	96	-0.1	-1.8	-3	3
O=C(Nc1ccccc1)Nc1cccc2ccccc12
  -3	-4	1	-6	-1	96	0.3	0.9	-1	6
N#Cc1nc(COc2ccc(Cl)cc2Cl)oc1N1CCN(c2ccccc2)CC1
  2	-4	-3	-3	0	98	0.0	1.4	1	15
CSCCC(NS(=O)(=O)c1ccc2c(c1)oc(=O)n2C)C(=O)NCc1ccccc1 (configuration not stated)
  5	14	-1	-3	4	103	0.2	1.3	1	1
Cc1ccc(CNC(=O)C2CCCN2C(=O)Nc2cccc(Cl)c2)cc1 (configuration not stated)
  3	0	1	6	0	92	0.1	-0.6	-6	16
CC(=O)OCCNc1nc(-c2ccccc2)nc2ccccc12
  5	-2	4	-2	-16	101	-0.2	1.1	-2	19
CCOc1ccc(C(=O)CSCCC(=O)O)cc1
  1	3	1	-20	23	98	-0.1	-3.9	-7	3
CCN(CC(=O)Nc1c(F)cccc1F)C(=O)CCCSc1nc2ccccc2[nH]1
  0	4	1	-6	nt	104	0.1	-1.2	3	8
CC(=O)N(c1ccccc1)c1ccc([N+](=O)[O-])cc1[N+](=O)[O-]
  -1	-5	6	-3	-18	104	0.0	-2.3	4	1
COC(=O)c1cc(C(=O)OC)cc(S(=O)(=O)Nc2ccc(Cl)c(N)c2)c1
  -3	1	0	nt	nt	91	-0.1	-0.9	23	4
O=S(=O)(Cc1ccccc1Cl)NCCc1ccccc1
  -2	5	-1	-12	-4	94	0.0	-2.7	2	8
O=C(CCCOc1ccccc1)N1CCN(c2ccccn2)CC1
  1	2	-13	-5	10	100	0.2	-0.7	15	3
Cc1ccc2nc(-c3ccc(NS(=O)(=O)c4ccccc4)cc3)sc2c1
  -8	-9	0	-2	nt	97	0.1	4.7	5	14
CCC[C@H]1CN(c2ccccc2)C(=O)[C@@H]1CC(=O)NC
  -2	2	-1	-5	3	104	-0.1	-1.1	-3	0
O=[N+]([O-])/C=C/c1cc2ccccc2[nH]1
  -6	6	8	-4	-3	102	0.1	-1.7	12	-9
CCc1c(C)sc(NC(=O)C2CC2)c1C(=O)OC(C)C
  12	1	-1	-17	2	102	0.3	-0.2	1	16
COc1cc(CNCc2ccccc2)ccc1OCC(O)c1ccccc1 (configuration not stated)
  -6	3	-4	-19	-6	97	0.1	-1.4	2	-5
COc1cccc(/C=N/n2c(C)nc3ccccc32)c1OC
  -1	4	-1	-3	3	98	0.2	-0.7	-3	4
O=C(CSc1ncccc1C(=O)O)NCc1ccc(F)cc1
  6	-2	-3	-5	5	99	0.0	-0.9	-5	2
CC(=O)Nc1cccc(-c2cnc(N)c(C(=O)c3cccnc3)n2)c1
  -6	16	-11	nt	-9	95	-0.3	-1.2	2	-3
COc1ccc(CCNc2nnc(C)c(=O)[nH]2)cc1OC
  3	0	2	-5	-2	104	0.4	0.1	-1	9
O=C(O)CCCCCn1c(O)c(C=C2N=c3ccccc3=N2)sc1=S
  -1	-4	3	-5	-2	99	0.5	-1.7	-3	1
CN(C)S(=O)(=O)c1ccc(C(=O)OCCCN=C2NS(=O)(=O)c3ccccc32)cc1
  -1	1	0	-8	-2	98	0.0	-0.8	-3	-8
COc1cc(/C(C)=N/NC(=O)CSc2nc3ccccc3[nH]2)ccc1O
  -2	-1	2	3	0	90	-0.1	0.4	-2	0
CCCN(CCC)Cc1c(C(=O)N/N=C/c2ccncc2)nnn1-c1nonc1N
  -4	2	6	-3	-7	94	0.0	-2.2	-7	9
Cc1cc(C)c(S(=O)(=O)N2CCN(C(=O)C(C)Cn3nc(C)nc3C)CC2)c(C)c1 (configuration not stated)
  3	0	2	-8	-5	100	0.1	0.3	7	-1
CC(=O)Nc1nnc(CSCc2ccccc2F)s1
  -3	0	-1	-5	-3	95	0.0	-2.4	-5	9
Cc1ccc(C(=O)NCCN2CCOCC2)cc1Cl
  -3	2	1	nt	7	96	-0.2	-0.8	-1	-9
CC(=O)c1cccc(S(=O)(=O)NC(C)C2CC3CCC2C3)c1 (configuration not stated)
  2	-1	-2	-5	-5	97	0.0	-0.2	3	3
COC(=O)[C@H](Cc1ccccc1)NC(=O)[C@@H](N)CC(=O)OCc1ccccc1
  10	19	2	-12	0	88	-0.1	-0.2	-3	12
O=C(COC(=O)c1ccccc1O)NC12CC3CC(CC(C3)C1)C2
  0	-10	1	-4	5	92	0.0	-3.4	-7	2
CCOC(=O)CCCN(c1[nH]c(C)c(C)c1C#N)S(=O)(=O)c1ccc(C)cc1
  -1	3	-2	-4	nt	96	0.0	-1.1	3	-1
Cc1ccc(N(CC(O)CN(C)C)S(=O)(=O)c2ccccc2)cc1 (configuration not stated)
  6	5	-1	-4	12	88	0.2	-0.6	13	2
CC(=O)Oc1ccc(-c2nc3cc(Cl)ccc3c(=O)o2)cc1
  10	-1	1	12	-1	97	0.0	-0.7	2	1
CC(=O)Nc1ccc(C(=O)OCC(=O)N(c2ccccc2)C2CCS(=O)(=O)C2)cc1 (configuration not stated)
  3	3	1	-5	-1	90	0.0	-3.3	0	-6
Cc1ccc(N=Nc2c(N)n[nH]c2N)cc1
  -1	-1	4	-2	2	101	0.0	-1.7	-15	-6
O=C(NCCCN1CCOCC1)c1cc(-c2ccc(F)cc2)nc2ccccc12
  -2	-1	-1	-4	20	101	-0.4	-0.4	-9	9
O=C(NN1C(=O)C2C3C=CC(C4CC34)C2C1=O)c1ccc(Cl)cc1 (configuration not stated)
  -1	-4	1	nt	14	93	-0.2	-0.6	-5	2
CCc1ccc(C2C(C#N)=C(N)N(N3CCOCC3)C3=C2C(=O)CC(C)(C)C3)s1 (configuration not stated)
  5	12	2	-3	-8	108	-0.1	-1.6	-11	-2
CCOC(=O)c1c(C)n(C)c2ccc(OCC(O)Cn3c(C)nc4ccccc43)cc12 (configuration not stated)
  -1	8	7	nt	-11	85	0.4	-0.9	6	0
